ALOX12 inh: inhibitors of human 12S-lipoxygenase ALOX12; P18054; purified 12hLO, xylenol orange hydroperoxide absorbance; Potency, µM (doses to about 108 µM), without a hit: at the highest dose activity change, negative = inhibition, usual class: inhibitors; actives 1.1% (n = 580,000); AID 1671190; active = well fitted inhibition curve with a large enough effect; inconclusive = small, poorly fitted or top-dose-only effect, or another doubt; inactive = no such curve, though single readings can be large or run the other way
Target sequence (P18054 whole entry, looked up): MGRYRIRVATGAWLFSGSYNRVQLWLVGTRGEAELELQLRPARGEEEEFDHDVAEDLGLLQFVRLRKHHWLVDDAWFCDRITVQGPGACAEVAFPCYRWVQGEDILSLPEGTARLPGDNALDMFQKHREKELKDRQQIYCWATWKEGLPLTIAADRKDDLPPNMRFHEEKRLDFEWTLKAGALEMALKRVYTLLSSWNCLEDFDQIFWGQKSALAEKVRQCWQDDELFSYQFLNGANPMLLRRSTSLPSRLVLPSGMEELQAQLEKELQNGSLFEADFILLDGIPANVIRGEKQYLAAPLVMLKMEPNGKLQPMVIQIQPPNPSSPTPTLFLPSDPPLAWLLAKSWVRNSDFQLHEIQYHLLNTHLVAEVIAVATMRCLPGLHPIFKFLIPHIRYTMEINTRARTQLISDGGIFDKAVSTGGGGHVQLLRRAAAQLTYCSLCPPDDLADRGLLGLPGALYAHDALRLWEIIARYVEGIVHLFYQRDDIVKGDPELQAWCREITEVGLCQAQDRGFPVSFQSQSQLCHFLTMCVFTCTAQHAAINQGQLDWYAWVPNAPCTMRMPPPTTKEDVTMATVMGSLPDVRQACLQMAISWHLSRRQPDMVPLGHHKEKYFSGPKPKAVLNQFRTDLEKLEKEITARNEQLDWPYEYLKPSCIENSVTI
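Purified human 12hLO at 150 nM in 25 mM Hepes, 0.01% Triton X-100, pH 7.0, preincubated 15 min at room temperature with compound. Reaction started with 40 uM arachidonic acid, 30 min at room temperature. Hydroperoxide measured by Fe-xylenol orange, 573/405 nm absorbance ratio.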
An asterisk follows results filed as active; ? = inconclusive; [ ] = another dose, or the depositor's remark. % is set by controls: 0 for no effect and ±100 for the full control effect; potency is the fitted concentration of half-maximal effect.

SMILES | ALOX12 inh
O=C(Cc1ccccc1)Nc1ccc([C@H]2OCC(=O)N[C@@H]2CO)cc1 | 8%[176 µM]
O=C(Nc1ccccc1)NC1CCN(C(=O)N2CC3CC(C2)[C@H]2CCCC(=O)N2C3)CC1 (stereo partly specified) | 45%[activator]
COCCOC1CCOC2(CCN(C(=O)c3sccc3C)CC2)C1 (stereo unspecified) | 25%
C[S+](=O)([O-])c1ccc(-c2nnc3n2C(C(=O)N2CCCC2)CC3)cc1 (stereo unspecified) | ?
O=C(CC1CCCN(c2cn[nH]c(=O)c2)C1)N1CC=C(c2ccccc2)CC1 (stereo unspecified) | 18%
O=S(=O)(c1ccc(F)cc1)N1CCCC(Cc2noc(-c3cnccn3)n2)C1 (stereo unspecified) | 17%
CC(C)CCNC(=O)N1CCC2(CC1)CC(N(Cc1ccc(F)cc1)C1CC1)CCO2 (stereo unspecified) | 28%
CN1CCCCC1C(=O)NCc1cccnc1Oc1cccc(C(F)(F)F)c1 (stereo unspecified) | 76%[activator]
CC(=O)N1CCn2c(nn(-c3ccc(F)cc3)c2=O)C1 | 12%[176 µM]
Cc1cc(C(=O)N2CCOC[C@H](Oc3ccc(S(C)(=O)=O)cc3)C2)n(C)n1 | 50%[activator][176 µM]
O=C(Nc1cc(F)ccc1F)N1CCOc2ccc(CN3CCc4ccccc4C3)cc2C1 | 176%[activator]
C=C(C)CN(CC)C(=O)c1coc(CN2CCN(C/C=C/c3ccccc3)CC2)n1 | 54%
O=C(Nc1ccccc1F)N1CC2CCC(C1)N2Cc1cccc(Cl)c1 | ?
COc1ccc(OC)c(CN(CC(F)(F)F)S(=O)(=O)c2ccccc2Br)c1 | 0%
CC(C)(C)OC(=O)N1CC(N2CCc3ccccc32)C1 | 1%[12.5 µM]
COc1ccc(F)cc1[C@@H](NC(=O)C1=NNC(=O)CC1)C1CC(O)C1 (stereo partly specified) | 5%
COc1cc(CN2CCN(Cc3ccon3)CC2CCO)cc(OC)c1 (stereo unspecified) | 2%
C[C@H]1[C@@H]2[C@@H](O)C([C@H](C)C(=O)NCc3cc(F)cc(F)c3)CC[C@@]2(C)CC[C@@H]1NC(=O)c1ccccn1 (stereo partly specified) | 14%
COc1ccc(CC(=O)N[C@@H]2CN(Cc3ccccc3)C[C@H]2CO)cc1 | -3%
O=C1Nc2ccccc2CC12CCN2Cc1ccccc1C(F)(F)F (stereo unspecified) | 19%[176 µM]
O=C(CC(c1ccc(F)cc1)c1cn(Cc2ccccc2)c2ccc([N+](=O)[O-])cc12)N1CCCC1 (stereo unspecified) | 51%[activator]
O=C(Cc1ccc(OC(F)(F)F)cc1)N1CC(CNc2cccnc2)C2(C1)CN(c1ccccc1)C2 (stereo unspecified) | 2%
Cc1nn2c(c1-c1ccccc1[S+](C)(=O)[O-])N(CCC(C)C)CCC2 | ?
COCC(=O)NC[C@H]1CCN(Cc2ccc(C)s2)C[C@H]1N(C)C | 46%[activator]
COCC[C@]1(O)CCN(C(=O)COc2ccc3c(c2)OCO3)C[C@H]1C | 65%[activator]

Next section
SMILES | ALOX12 inh
O=C(Nc1ccncn1)[C@@H]1C[C@@H](c2ccc(F)cc2)N(Cc2ccccc2)C1 | 1%[176 µM]
COc1cc(N2CCC(C(N)=O)CC2)ccc1Nc1nc(N)c(Cl)c(Nc2ccccc2S(=O)(=O)C(C)C)n1 | ?
O=C(c1ccoc1)N1CCC(Oc2ccccc2)C1 (stereo unspecified) | 9%
CC(=O)NC1(C)CN(Cc2ccc(-c3cccc(F)c3)nc2)C1 | 0%[176 µM]
COc1ccc(C(=O)N2CCC(N3C(=O)C(O)C34CCCCC4)CC2)c(OC)c1 (stereo unspecified) | 35%
O=C(NC1CCCCC1)[C@@H]1C[C@@H](O)CN1C1CCN(C(=O)c2n[nH]c3ccccc23)CC1 | 30%
CSCCCN1CCC(Oc2ccc3ncccc3c2)(C(=O)O)CC1 | 5%
COc1ccc(F)cc1C(=O)NCc1c(C)ncc2c1CCNC2 | ?
O=C(NCc1ccc(F)cc1)c1cc(-c2ccc(Cl)cc2Cl)c2cccn2n1 | 4%[6.33 µM]
CC(C)C1CN(C(=O)OC(C)(C)C)C(C)CN1 (stereo unspecified) | 1%[12.5 µM]
CN1C(=O)C(CC(=O)NCC2CCN(Cc3ccccc3F)CC2)=C2CCCCC21 (stereo unspecified) | 25%
COc1ccc(CNc2nccc(-c3c(C)nn(C)c3C)n2)cc1OC | -8%
COc1cc(NC(=O)N2CCC3(CC2)SCC(=O)N3Cc2ccco2)cc(OC)c1 | 2%
Cc1noc2c(N3CCN(C)CC3c3ccccc3)cc(-c3cccnc3)nc12 (stereo unspecified) | 44%[activator][176 µM]
O=C(Cc1cccc(Cl)c1)N1CCC(n2cc(-c3nc(-c4ccccc4)no3)nn2)CC1 | -12%
Cc1cccc(C(=O)N2CCCC(Cc3ncc(C)n3Cc3ccccc3)C2)c1 (stereo unspecified) | 22%
Cn1cnc(C(=O)N2CCC(C3CCN(S(C)(=O)=O)CC3)C2)c1 (stereo unspecified) | -2%
COC[C@@H]1CN(c2cnccn2)C[C@H]1C(=O)Nc1cccnc1 | 20%
O=C(NCc1ccccc1)N1CCC[C@H](n2c(=O)n(CC3CC3)c3cccnc32)C1 | 15%
COc1ccc(CCc2nnc3n2CCCC3)cc1 | 6%
COc1cc(OC)cc(C(=O)N2CCC(Cc3nc(C(C)C)no3)CC2)c1 | 48%
CS(=O)(=O)N1CCC(Cc2ccc(C(N)=O)cc2)CC1 | 25%
O=C1CCCCC(C(=O)NCCc2ccccc2)N1 (stereo unspecified) | 22%
CCCNC(=O)Nc1ccc(OC2CCN(C(=O)CC)C2)nc1 (stereo unspecified) | 35%
Cc1[nH]cnc1CN1C[C@@H]2CN(C(=O)CCC3CC3)C[C@]2(C(=O)O)C1 | 114%[activator]

5 entries already listed, arranged by heavy-atom count, ascending.
SMILES | ALOX12 inh
CS(=O)(=O)N1CCC(Cc2ccc(C(N)=O)cc2)CC1 | 25%
Cc1[nH]cnc1CN1C[C@@H]2CN(C(=O)CCC3CC3)C[C@]2(C(=O)O)C1 | 114%[activator]
COc1ccc(CNc2nccc(-c3c(C)nn(C)c3C)n2)cc1OC | -8%
O=C(NC1CCCCC1)[C@@H]1C[C@@H](O)CN1C1CCN(C(=O)c2n[nH]c3ccccc23)CC1 | 30%
COc1cc(N2CCC(C(N)=O)CC2)ccc1Nc1nc(N)c(Cl)c(Nc2ccccc2S(=O)(=O)C(C)C)n1 | ?

(continued)
SMILES | ALOX12 inh
Cc1cc(-c2cc(-c3ccccn3)nc3c(C)noc23)ccn1 | 39%[activator][176 µM]
O=C(c1ccccc1)N1CCCC2(C1)C(=NC1CCCCC1)NC(=O)N2c1cccnc1 (stereo unspecified) | 7%
O=C(NCC1CN(C(=O)Cc2cccc(Cl)c2)CC12CN(c1ccccc1)C2)C1CC1 (stereo unspecified) | -2%[176 µM]
CCCc1noc(-c2cccn3c(CNC(=O)C4CCC4)nnc23)n1 | 45%[activator]
O=C(CN1C(=O)NC(c2ccc(Cl)cc2)C2=C1COC2=O)Nc1cccc(F)c1 (stereo unspecified) | ?
CN(CC1CCN(CCc2ccc(Cl)cc2)CC1)C(=O)c1ccccc1C#N | ?
CCNc1ncnc2sc3c(c12)CCN(C(=O)CCOC)C3 | 37%
COc1ccc(C(=O)NC(C(=O)NCC(C)C)C2CCN(C(=O)C3CC3)CC2)cc1 (stereo unspecified) | -4%
Cc1c(C(C)NC(=O)C(=O)c2ccco2)cnn1-c1cccc2ccccc12 (stereo unspecified) | -4%
COCCOC1CCN(C(=O)C2(c3ccccc3)CC2)CC1 | 33%[activator]
O=C1c2ccccc2CN1C1CCN(Cc2ccsc2)CC1 | 5%[6.33 µM]
CN(Cc1cccnc1)C1CN(C(=O)c2ccnn2C)C1 | 37%
COCC(=O)N1CCc2nc(C)nc(-c3ccc(OC)cc3)c2C1 | 43%[activator][176 µM]
CC1(C)CC(=O)c2c(C(F)(F)F)nn(-c3ccc(C(N)=O)c(NC4CCC(OC(=O)CN)CC4)c3)c2C1 (stereo unspecified) | -28%[57.4 µM]
Cn1cnc2cc(-c3ccc(F)cc3)cc(C(=O)NCCCn3ccnc3)c21 | 0%[176 µM]
COC(=O)CNC(=O)c1nc(-c2ccccc2OC)c2cnccn12 | 4%[6.33 µM]
C=CCNC(=O)Cc1ccc(N(Cc2ccc(C)cc2)C(=O)c2ccco2)cc1 | ?
O=C(O)c1ccc(CC2CCN(C(=O)C3CC3)CC2)cc1 | 10%
COC(=O)CCNC(=O)C1c2ccccc2C(=O)N(C2CCCCC2)C12CCCCC2 (stereo unspecified) | 9%
Cc1cnc(C(=O)N[C@@H]2CCC[C@@H]2C(=O)NCc2cc(F)ccc2F)cn1 | 69%[activator]
CCCOc1ccc(CN2C[C@@H](CO)[C@H](C(=O)N(C)C)C2)cc1OC | 30%
COc1cccc(N2C(=O)NC(=NC3CCCCC3)C23CCN(C(=O)c2ccc(C)cc2)CC3)c1 | ?
Cn1nc(C(=O)N2CC[C@@H]3CN(S(C)(=O)=O)[C@@H]3C2)c2ccccc21 | 5%
CC(C)(Oc1nn(Cc2cccc(Cl)c2)c2ccccc12)C(=O)NCCCN1CCCC1=O | 6%
COc1ccc([C@H]2CN(C(=O)c3ccccc3-c3nn[nH]n3)C[C@@H]2N)cc1 | 21%

6 compounds drawn at random from those above:
SMILES | ALOX12 inh
CCCc1noc(-c2cccn3c(CNC(=O)C4CCC4)nnc23)n1 | 45%[activator]
CC(C)(Oc1nn(Cc2cccc(Cl)c2)c2ccccc12)C(=O)NCCCN1CCCC1=O | 6%
O=C(NCC1CN(C(=O)Cc2cccc(Cl)c2)CC12CN(c1ccccc1)C2)C1CC1 (stereo unspecified) | -2%[176 µM]
O=C(c1ccccc1)N1CCCC2(C1)C(=NC1CCCCC1)NC(=O)N2c1cccnc1 (stereo unspecified) | 7%
Cc1cnc(C(=O)N[C@@H]2CCC[C@@H]2C(=O)NCc2cc(F)ccc2F)cn1 | 69%[activator]
COCCOC1CCN(C(=O)C2(c3ccccc3)CC2)CC1 | 33%[activator]

(further entries)
SMILES | ALOX12 inh
Cc1ccc(Cl)c(OCC(O)CNC(C)(C)C)c1 (stereo unspecified) | -6%[22.9 µM]
O=Cc1cccc(N2CCN(C(=O)c3ccncc3)CC2=O)c1 | 2%[6.33 µM]
CC1(CCCCN2CCOCC2)COc2ccc(C(=O)NCc3cccc(F)c3)cc2N1 (stereo unspecified) | 2%
O=C(Nc1cccnc1)c1nc2c(o1)CCN(Cc1cccc(O)c1)CC2 | 12%[176 µM]
CNC(=O)c1cccc(Nc2ncc3c(n2)CN([S+](=O)([O-])c2cccc(OC)c2)CCN3)c1 | -5%
COCCNC(=O)C(C)(C)n1cc(-c2ccc(OC)c(OC)c2)cn1 | ?
CCC1Oc2ccc(NC(=O)COc3ccccc3)cc2CN(Cc2cc(F)cc(F)c2)C1=O (stereo unspecified) | 1%
Cc1ccccc1C(=O)N1CCC(C(NC(=O)c2ccccc2Cl)C(=O)N2CCCCC2)CC1 (stereo unspecified) | 30%
COCCN1C(=O)[C@H]2CN(Cc3cc(OC)c(OC)c(OC)c3)C[C@H]2C1=O | 30%
CCOc1ccc(CC(=O)N2CC(c3nnc(-c4ccncc4)o3)C3(CCOCC3)C2)cc1 (stereo unspecified) | 32%
O=C(c1nc(-c2cccnc2)c2cnccn12)N1CCOCC1 | 6%[176 µM]
COc1ccc(CNC(=O)C[C@@H]2[C@H](O)CC[C@@H]3[C@]4(C)CO[C@@H](CNC(=O)C5CCCC5)O[C@@H]4CC[C@]32C)cc1 | -16%
COc1ccccc1N1CCN(C(=O)c2cc(NC(=O)C(C)C)cc3nc(C)ccc23)CC1 | -7%
O=C(NCc1ccc(F)cc1)C1CCc2nnc(C3CCN(C(=O)c4cccnc4)CC3)n21 (stereo unspecified) | 14%[12.5 µM]
O[C@@H]1C[C@@H](c2nc(-c3ccccc3)no2)N(Cc2cccc(OC(F)(F)F)c2)C1 | 64%[activator][176 µM]
Cc1nc(C)c(C(=O)N2CC(C)(C)C(C)(O)C2)s1 (stereo unspecified) | ?
C[S+](=O)([O-])c1cccc(-c2nccc3c(=O)cc(N4CCOCC4)oc23)c1 | 56µM*
C#CCN(Cc1ccco1)Cc1cnc(S(C)(=O)=O)n1CCCc1ccccc1 | 56%[activator]
CN1C[C@@H](NS(=O)(=O)Cc2ccccc2)C[C@H]1c1nc(Cc2ccccc2)no1 | 38%[activator][176 µM]
O=c1c2nc(-c3ccccc3C(F)(F)F)ccc2ncn1C1CC1 | 29%[176 µM]
CCCC(=O)N1CCC2(CC1)N(c1ccccc1)C(=O)CS2(=O)=O | 6%
COC(=O)c1cc2c(c3c4ccccc4n(S(=O)(=O)c4cccc(C)c4)c13)C(=O)N(Cc1ccccc1OC)C2 | ?
CC1(C(=O)N2CCN(Cc3ccc4c(c3)OCO4)CC2)CCCCC(=O)N1 (stereo unspecified) | 18%
CCN1CCN(CCNC(=O)C2CCCCC(=O)N2Cc2ccccc2)CC1 (stereo unspecified) | 22%
O=C1NCC2(CCN(C(=O)c3cn(CCC4CCCCN4)nn3)CC2)O1 (stereo unspecified) | -12%
OCc1cccc(-c2ccc3ncc(Nc4ccnc(N5CCOCC5)c4)n3n2)c1 | ?
CN1Cc2nc(-c3cccc(C(F)(F)F)c3)ccc2OCC1=O | 24%[176 µM]

Arranged by the number under ALOX12 inh (falling): some entries from above
SMILES | ALOX12 inh
CCN1CCN(CCNC(=O)C2CCCCC(=O)N2Cc2ccccc2)CC1 (stereo unspecified) | 22%
CC1(C(=O)N2CCN(Cc3ccc4c(c3)OCO4)CC2)CCCCC(=O)N1 (stereo unspecified) | 18%
CNC(=O)c1cccc(Nc2ncc3c(n2)CN([S+](=O)([O-])c2cccc(OC)c2)CCN3)c1 | -5%

A portion of the library (hit frequency here may not be typical).
